Insulin prom inh – TRM-6 insulin promoter activity inhibition; TRM-6 cells (human fetal islet line), insulin promoter-eGFP reporter, imaging; reporter expression induced with tamoxifen; inhibition, % at 2 µM; hit rate 0.9% among 130,000;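 active = inhibition above the mean plus 3 SD, with well images judged a real hit on visual review, cut at about 60% in these data, passing the limit was not always enough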
sdo1 growth – compounds rescuing growth of sdo1-depleted yeast, bone marrow failure model. S. cerevisiae sdo1-depleted JHY4D growth rescue, OD600 30 h; active compounds read high; pdr5 snq2 efflux-pump mutant strain. z-score at 10 µM. hit rate 0.21% among 140,000. AID 817;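 active = z-score above 3 at both the 24 hr and the 30 hr optical density reads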;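 note: z-score against mean and SD of all compound wells on the same plate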
sdo1 growth Rescue 24 h – second read-out of sdo1 growth, no call of its own (marks repeat the call); z-score; S. cerevisiae sdo1-depleted JHY4D growth rescue, OD600; measured here: growth rescue at 24 h;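 0 is the plate mean of compound wells and units are plate SD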
Starred values were filed as active, the others as inactive; nt = not tested or not shown; & = joins results of further samples. These rows are one share of the data; count on the stated rates, not on these rows.

| # | sdo1 growth Rescue 24 h | sdo1 growth | Insulin prom inh | Compound |
| --- | --- | --- | --- | --- |
| 1 | nt | nt | -77.8 | CCN(CC)CCOCCOc1ccc(Cl)c2ccccc12 |
| 2 | -1.09 | -0.06 | nt | Cc1ccc(Sc2nc([N+](=O)[O-])nn2C)cc1 |
| 3 | 0.22&0.42 | 0.54&1.5 | nt | CCN1C(=O)c2n[nH]c(C(=O)OC)c2C1=O |
| 4 | nt | nt | 0.0 | O=C(Cn1c2ccc(F)cc2c2nc3n(c(=O)c21)CCS3)Nc1ccc(Cl)cc1F |
| 5 | -1.68 | -1.76 | 51.4 | CC1CCc2c(C(=O)Nc3nccs3)csc2C1 (stereo unspecified) |
| 6 | -0.63 | -0.55 | 16.7 | Cc1ccc(N/N=C/c2ccc(N3CCOCC3)cc2)cc1C |
| 7 | 1.64 | 2.03 | -140.0 | Cn1cc([N+](=O)[O-])c(C(=O)NCc2cc3cc(Cl)ccc3[nH]2)n1 |
| 8 | -1.12 | -0.79 | nt | CCCCNc1nc2ccccc2nc1NS(=O)(=O)c1cccs1 |
| 9 | -0.01 | -0.43 | nt | O=C(CCCSc1nnc(SCCCC(=O)c2ccc(F)cc2)s1)c1ccc(F)cc1 |
| 10 | -1.03 | -0.69 | 36.8 | CCCCCOC(=O)Nc1ccc(S(=O)(=O)Nc2cccc([N+](=O)[O-])c2)cc1 |
| 11 | -0.6 | -0.36 | nt | Cc1ccc(C(=O)CCC(=O)Nc2ccc(Cl)c(S(=O)(=O)Nc3cccc(Cl)c3)c2)cc1 |
| 12 | 0.02 | 0.61 | 53.9 | CSc1nnc(C)c(=O)n1COC(=O)COc1ccccc1 |
| 13 | 1.6 | 2.36 | nt | COc1ccc(OC)c(NC(=O)c2ccc(S(=O)(=O)N3CCN(C)CC3)cc2)c1 |
| 14 | -0.18 | -0.05 | 0.0 | COC(=O)c1cc(NC(=O)Cc2ccc(OC)c(OC)c2)cc(C(=O)OC)c1 |
| 15 | 1.05 | 0.04 | 31.2 | Cc1ccc(C(=O)N/N=C\c2ccc(OC(=O)c3cccs3)cc2)cn1 |

One compound at a time, as listed above:
Entry for `CCN(CC)CCOCCOc1ccc(Cl)c2ccccc12` : sdo1 growth Rescue 24 h = nt; sdo1 growth = nt; Insulin prom inh = -77.8
Entry for `Cc1ccc(N/N=C/c2ccc(N3CCOCC3)cc2)cc1C` : sdo1 growth Rescue 24 h = -0.63; sdo1 growth = -0.55; Insulin prom inh = 16.7

5 compounds out of the list above, sorted by their value in sdo1 growth Rescue 24 h, descending.
| # | sdo1 growth Rescue 24 h | sdo1 growth | Insulin prom inh | Compound |
| --- | --- | --- | --- | --- |
| 7 | 1.64 | 2.03 | -140.0 | Cn1cc([N+](=O)[O-])c(C(=O)NCc2cc3cc(Cl)ccc3[nH]2)n1 |
| 12 | 0.02 | 0.61 | 53.9 | CSc1nnc(C)c(=O)n1COC(=O)COc1ccccc1 |
| 14 | -0.18 | -0.05 | 0.0 | COC(=O)c1cc(NC(=O)Cc2ccc(OC)c(OC)c2)cc(C(=O)OC)c1 |
| 6 | -0.63 | -0.55 | 16.7 | Cc1ccc(N/N=C/c2ccc(N3CCOCC3)cc2)cc1C |
| 5 | -1.68 | -1.76 | 51.4 | CC1CCc2c(C(=O)Nc3nccs3)csc2C1 (stereo unspecified) |

Returning to the listing; the 2 compounds before the break are reprinted first.
| # | sdo1 growth Rescue 24 h | sdo1 growth | Insulin prom inh | Compound |
| --- | --- | --- | --- | --- |
| 14 | -0.18 | -0.05 | 0.0 | COC(=O)c1cc(NC(=O)Cc2ccc(OC)c(OC)c2)cc(C(=O)OC)c1 |
| 15 | 1.05 | 0.04 | 31.2 | Cc1ccc(C(=O)N/N=C\c2ccc(OC(=O)c3cccs3)cc2)cn1 |
| 16 | 0.68 | 1.02 | nt | Cc1ccnc(N2C(=O)OC(C)(C)C2(C)O)c1 (stereo unspecified) |
| 17 | nt | nt | -7.1 | Cc1cccc(NCC(=O)N/N=C\c2ccccn2)c1 |
| 18 | -1 | -0.46 | -12.9 | CCOC(=O)c1c(CN2CCCCC2C)oc2ccc(OC)cc12 (stereo unspecified) |
| 19 | -0.88 | -0.96 | -58.8 | CC(C)CNC(=O)c1ccccc1SCC(=O)NC12CC3CC(CC(C3)C1)C2 |
| 20 | nt | nt | -25.0 | Cc1ccc(N(CCC#N)C(=O)CN2C(=O)NC(Cc3ccccc3)C2=O)cc1 (stereo unspecified) |
| 21 | -0.34 | -0.22 | -22.7 | CS(=O)(=O)N(CCc1ccccc1)CC(N)=O |
| 22 | 0.84 | 0.57 | 0.0 | COc1ccccc1C1NC(=O)NC(C)=C1C(=O)OC1CCCCC1 (stereo unspecified) |
| 23 | 0.49 | 0.99 | nt | COc1ccc(N(CC(=O)NCc2cccs2)S(=O)(=O)c2cccnc2)cc1 |
| 24 | -0.51 | -0.33 | 7.7 | CCCCOC(=O)Cn1c(=O)c2c(nc3n2CCCCN3c2ccc(C)cc2)n(C)c1=O |
| 25 | -0.82 | -0.18 | -18.2 | CCOCC(=O)Nc1ccc(-c2cn3cccnc3n2)cc1 |
| 26 | 1.57 | 1.85 | 7.1 | O=C(CCn1c(=O)sc2ccccc21)NCc1ccco1 |

Screens: PubChem BioAssay, several laboratories
